TexasRed fluor: Total Fluorescence Counterscreen for Inhibitors of the Interaction of Thyroid Hormone Receptor and Steroid Receptor Coregulator 2; Potency, µM (series often up to 106 µM), for inactives: at the highest dose fluorescence change, negative = quenching; TRb/SRC2 Texas Red total fluorescence interference; AID 1479, 2009; 0.29% of 280,000 active; active = well fitted curve in either direction with a large enough effect; inconclusive = small, poorly fitted or top-dose-only effect; note: % is set by controls: 0 for no effect and ±100 for the full control effect
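Human TRβ ligand-binding domain (0.6 uM) and Texas Red SRC2 peptide (20 nM) in Tris buffer with 1 uM T3 and 5% DMSO were incubated with pinned compound for 5 hr at ambient temperature. Total fluorescence was computed as S + 2P (555/632 nm).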
HTT ATP protect: qHTS Multiplex Assay to Identify Dual Action Probes in a Cell Model of Huntington: Cytoprotection (ATP) | AID 1471, 2008 | 0.14% of 230,000 active | PC12 HTT-Q103 induced, cytoprotection, ATP luminescence, 40 h | Potency, µM (series often up to 56.4 µM), inactives show cytoprotection (ATP increase), most hits filed as activators;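 note: % of control where 0% means no effect; nearly all actives have a fitted effect of over 45% in size; toxic huntingtin expression switched on by the ecdysone agonist tebufenozide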
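Rat PC12, Q103 Htt exon1-GFP fusion, ecdysone promoter; tebufenozide inducer 100 nM final; compound titration; qHTS, 1500 cells/well; ATPlite luminescent read.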
RECQ1 helicase: qHTS Assay for Inhibitors of RecQ-Like Dna Helicase 1 (RECQ1). RECQ1 DNA unwinding, red fluorescence kinetic read. Potency, µM (series often up to 57.3 µM), for inactives: at the highest dose activity, negative = inhibition, usual class: inhibitors. 0.54% of 240,000 active. AID 2549, 2010. ATP-dependent DNA helicase Q1 (Homo sapiens), P46063;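 note: plate controls were vehicle for no effect and no enzyme for full effect; nearly all actives have a fitted effect of over 30% in size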
Target sequence (P46063 whole entry, looked up): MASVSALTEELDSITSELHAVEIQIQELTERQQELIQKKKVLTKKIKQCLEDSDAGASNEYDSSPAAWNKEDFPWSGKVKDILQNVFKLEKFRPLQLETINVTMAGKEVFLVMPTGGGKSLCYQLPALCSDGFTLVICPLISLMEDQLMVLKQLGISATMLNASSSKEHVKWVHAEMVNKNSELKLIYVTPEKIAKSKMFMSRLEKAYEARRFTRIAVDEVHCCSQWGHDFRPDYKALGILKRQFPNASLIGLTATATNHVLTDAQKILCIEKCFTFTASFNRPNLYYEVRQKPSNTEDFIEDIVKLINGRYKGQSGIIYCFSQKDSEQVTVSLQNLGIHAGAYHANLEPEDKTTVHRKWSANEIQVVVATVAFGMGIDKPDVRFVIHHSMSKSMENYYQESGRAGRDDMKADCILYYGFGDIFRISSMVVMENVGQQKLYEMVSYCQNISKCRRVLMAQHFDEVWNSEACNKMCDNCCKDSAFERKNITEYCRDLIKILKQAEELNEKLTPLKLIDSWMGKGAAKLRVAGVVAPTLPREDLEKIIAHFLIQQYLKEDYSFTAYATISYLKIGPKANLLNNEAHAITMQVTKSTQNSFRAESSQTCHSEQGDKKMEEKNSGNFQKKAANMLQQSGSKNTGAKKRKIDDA
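RECQ1T1 50 nM; forked duplex (20 bp + 30-nt ss tails) 200 nM, ATP 2 mM final; pH 8.0, 2 mM MgCl2, 2.5 ug/ml poly(dI-dC); 15 min compound preincubation; discontinuous kinetic read over 2 h at RT.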
Tau fluor cs: Counterscreen qHTS for Inhibitors of Tau Fibril Formation, Fluorescence Polarization. tau K18 P301L Alexa594 fluorescence, heparin fibrillization. Potency, µM (titrated, usually from 57.7 µM), for the others: at the highest dose activity change, negative = decrease. 0.93% of 280,000 active. AID 1463, 2008; note: % is set by controls: 0 for no effect and ±100 for the full control effect; nearly all actives have a fitted effect of over 55% in size
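Human tau K18 P301L (15 uM unlabeled, 0.24 uM Alexa 594-labeled) in 100 mM sodium acetate pH 7 with 20 uM heparin, 6 hr at 37 C. ThT 30 uM added, 1 hr ambient; Alexa 594 FP and total fluorescence read at 555/632 nm.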
Tau ThT inhib: qHTS for Inhibitors of Tau Fibril Formation, Thioflavin T Binding; AID 1460, 2008; 2.1% of 270,000 active; Microtubule-associated protein tau (Homo sapiens), P10636; Potency, µM (top dose mostly 57.4 µM), inactives show at the highest dose activity, negative = inhibition, most hits filed as inhibitors; recombinant tau K18 P301L (four-repeat tau fragment), heparin-induced fibrillization, ThT fluorescence; note: % is set by controls: 0 for no effect and ±100 for the full control effect; nearly all actives have a fitted effect of over 55% in size
Target sequence (P10636 561-689 P618L limits assumed): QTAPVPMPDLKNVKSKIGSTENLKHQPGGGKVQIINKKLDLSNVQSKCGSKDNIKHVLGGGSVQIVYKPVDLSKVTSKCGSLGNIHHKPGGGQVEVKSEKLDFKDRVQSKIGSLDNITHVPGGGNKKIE
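Tau K18 P301L fragment (15 uM unlabeled plus 0.24 uM Alexa 594-labeled) in 100 mM sodium acetate pH 7 with compound, fibrillization induced by 20 uM heparin for 6 hr at 37 C. Thioflavin T (30 uM) added, fluorescence read after 1 hr (ex 450, em 510 nm).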
TRb-SRC2 inh: qHTS for Inhibitors of the Interaction of Thyroid Hormone Receptor and Steroid Receptor Coregulator 2; 0.065% of 280,000 active; Potency, µM (top dose mostly 106 µM), inactives show at the highest dose activity change, negative = inhibition, usual class: inhibitors; AID 1469, 2008; TRbeta-SRC2 peptide binding, fluorescence polarization; receptor liganded with 1 µM T3; Thyroid hormone receptor beta (Homo sapiens), P10828;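 note: plate controls were bound peptide for no effect and peptide without receptor for full effect; nearly all actives have a fitted effect of over 50% in size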
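Polarization signal, normalized between peptide-alone and full complex controls, measured compound effects on T3-liganded human TRb LBD (0.6 uM) binding 20 nM Texas Red SRC2 peptide after 5 hr.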
L3MBTL1 inh: qHTS Assay for the Inhibitors of L3MBTL1. Lethal(3)malignant brain tumor-like protein 1 (Homo sapiens), Q9Y468. AlphaScreen L3MBTL1–H3K9me1 peptide binding. Potency, µM (doses to about 57.1 µM), inactives show at the highest dose activity, negative = inhibition, actives largely listed as inhibitors. 0.66% of 230,000 active; note: % is set by controls: 0 for no effect and ±100 for the full control effect; nearly all actives have a fitted effect of over 60% in size
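Read-out is AlphaScreen signal from streptavidin donor and nickel chelate acceptor beads (10 ug/mL final each) bridging L3MBTL1 (50 nM) and biotinylated K9-monomethylated H3(1-15) peptide (75 nM), after 30 min compound exposure at room temperature.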
Tau FP inhib: qHTS for Inhibitors of Tau Fibril Formation, Fluorescence Polarization; K18 P301L tau heparin fibrillization, Alexa594 FP, 6 h; AID 1468, 2008; Potency, µM (titrated, usually from 57.7 µM), for the others: top-dose activity, negative = inhibition, usual class: inhibitors; 0.39% of 280,000 active; Microtubule-associated protein tau (Homo sapiens), P10636; note: % is set by controls: 0 for no effect and ±100 for the full control effect; nearly all actives have a fitted effect of over 55% in size
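Compound effects on tau fibrillization are measured by Alexa 594 fluorescence polarization (ex 555, em 632 nm). K18 P301L tau is used at 15 uM with 0.24 uM labeled tracer, and 20 uM heparin induces aggregation over 6 hr at 37 C.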
Active calls of the source: *; i = inactive; ? = inconclusive; . = no result given; [ ] = dose if it differs, or a comment. Unless noted, calls come from the whole dose curve; as a rule, active = well fitted curve in the direction sought with a large enough effect; inconclusive = small, poorly fitted or top-dose-only effect, or another doubt; inactive = no such curve, though single readings can be large; an effect the other way counts as inactive or inconclusive. Potency is the fitted concentration of half-maximal effect. A portion of the library; count on the stated rates, not on these rows.

Second line of a record – TexasRed fluor | Tau FP inhib | RECQ1 helicase | HTT ATP protect | Tau fluor cs | L3MBTL1 inh | Tau ThT inhib | TRb-SRC2 inh
> CCOC(=O)Cc1c(C)nc(N)[nH]c1=O
    0%[53 µM] | -6% | i | -4%[10 µM] | -5% | -5% | -8% | 12%[53 µM]
> CCOC(=O)/C=C1\SCC(=O)N1Cc1ccc(Br)cc1
    -2% | 4% | -10% | -5%[10 µM] | -8% | 6% | -11% | 1%
> COc1ccc(/C=C/C(=O)NCCSCc2ccco2)cc1
    -1% | -8% | i | 8%[0.074 µM] | -6% | -5% | ? | 9%
> CC(C)C[C@@H](CSc1ccc(Br)cc1)N1CCN(CCc2ccccc2)CCC1=O
    -2% | 0% | -8% | -13%[10 µM] | 0% | . | -14% | -5%
> COc1ccc(NC(=O)CCN2C(=O)[C@@H]3[C@H](C2=O)[C@H]2C=C[C@@H]3C2)cc1
    -2% | 6% | -4% | -12%[10 µM] | 5% | 7% | 1% | -4%
> CC(C)CCN(C(=O)COc1ccc(C#N)cc1)c1c(N)n(Cc2ccccc2)c(=O)[nH]c1=O
    -1% | -3% | i | -37%[inhibitor] | 2% | 3% | 1% | 4%
> CSc1ncccc1C(=O)NCc1ccc(C)cc1
    -1% | 1% | -3% | 0%[10 µM] | -18% | . | -17% | 9%
> Cc1ccc(-c2nc(N)n(C(=O)c3cccnc3)n2)cc1
    -1% | 4% | -6% | 1%[10 µM] | -1% | 1% | -7% | 1%
> O=c1ccc(=O)n2n1CC(O)C2
    -1% | -4% | -7% | 7%[10 µM] | -2% | -2% | -2% | -2%
> O=C(O)CC(NC(=O)c1ccncc1)c1ccccc1 (configuration not stated)
    0% | 0% | -12% | . | 8% | -2% | 14% | 4%
> CC(C)CNC(=O)CSc1ccc(Cl)cc1
    1% | 3% | -4% | -35%[10 µM] | -6% | . | 2% | -2%
> Cc1c(Cl)cccc1NC(=O)Cc1ccc([N+](=O)[O-])cc1
    0% | 10% | -3% | -44%[inhibitor] | -17% | ? | -15% | -15%
> N#Cc1cc2ccccc2nc1N
    -1% | -3% | i | 8%[10 µM] | -2% | -1% | -1% | 1%
> Cc1ccc(S(=O)(=O)CCC(=O)Nc2cccc([N+](=O)[O-])c2)cc1
    1% | -8% | i | -16% | -13% | . | -4% | -2%
> COc1cccc(/C=C/C(=O)OCC(=O)Nc2ccccc2Sc2ccccc2)c1
    1% | -7% | -18% | -2%[10 µM] | -16% | 39%[activator] | -9% | -9%
> Cc1ccc(-n2ncc3c(N(C)C)ncnc32)cc1Cl
    -1% | -10% | . | . | -14% | . | -5% | -3%
> Cc1ccc(S(=O)(=O)N(C)c2ccc(C)c([N+](=O)[O-])c2)cc1
    -4% | -6% | -1% | -8% | -19% | . | -8% | -3%
> CC1=CC(=O)C(C(C)C)=C/C1=N\OC(=O)c1cccc2nc(C)oc12
    -2% | 2% | -8% | 7%[10 µM] | -7% | 6% | -16% | -12%
> Cc1nn(C)c(C)c1NC(=O)c1ccc(S(=O)(=O)N(C)C)cc1
    1% | 3% | i | 8% | 8% | 4%[11.4 µM] | 1% | 7%
> Cc1cc(C)n2c(SCC(=O)Nc3c(C)n(C)n(-c4ccccc4)c3=O)nnc2n1
    -2% | -7% | -6% | 7% | -12% | . | -13% | -8%
> CCOCCCNC(=O)C(c1ccc(Cl)cc1)N1CCN(c2ccccc2)CC1 (configuration not stated)
    -6% | 12% | -6% | 0% | -2% | 2% | -7% | 0%
> C=CCNc1nc(N2CCCC2)nc2ccccc12
    2% | 2% | 3% | -4%[10 µM] | 6% | -10% | 4% | 3%
> O=C(O)c1[nH]c2ccc(Br)cc2c1CCN1C(=O)c2cccc([N+](=O)[O-])c2C1=O
    -5% | -1% | 12% | -6%[10 µM] | -9% | -14% | -8% | -2%
> CNC(=O)C1C(=S)NC(N)=C(C#N)C1c1ccccc1 (configuration not stated)
    -5% | 16µM* | 3% | -118%[inhibitor] | -28% | . | 20µM* | -1%
> Cc1cc(S(=O)(=O)N2CCCC2)ccc1OCC(=O)N1CCOCC1
    1% | -6% | -3% | 3%[1.9 µM] | -3% | 2% | -3% | 4%
> C=CCNC(=O)c1ccc(C)cc1Cl
    -3% | -5% | -9% | -7% | 3% | 4% | -3% | -9%
> N#Cc1cccc(C#N)c1Oc1ccc(N)cc1
    -4% | -1% | 3% | 9%[10 µM] | -16% | . | . | 0%
> CC(C)OC(=O)[C@@H]1CC[C@H](C)[C@@H](CCCCO)O1
    -1% | -8% | 0% | . | -1% | . | 2% | 6%
> FC(F)(F)c1ccc(Oc2ccc3cc(Br)ccc3c2)nc1
    ? | 1% | -14% | -6%[1.9 µM] | -14% | 28% | -13% | -6%
> CCOC(=O)c1nnn(-c2nonc2N)c1-c1ccc(C)cc1
    0% | -2% | -5% | -5% | -13% | 2% | -8% | -7%

Retrieved by compound from the list above (6):
Second line of a record – TexasRed fluor | Tau FP inhib | RECQ1 helicase | HTT ATP protect | Tau fluor cs | L3MBTL1 inh | Tau ThT inhib | TRb-SRC2 inh
> CNC(=O)C1C(=S)NC(N)=C(C#N)C1c1ccccc1 (configuration not stated)
    -5% | 16µM* | 3% | -118%[inhibitor] | -28% | . | 20µM* | -1%
> O=C(O)c1[nH]c2ccc(Br)cc2c1CCN1C(=O)c2cccc([N+](=O)[O-])c2C1=O
    -5% | -1% | 12% | -6%[10 µM] | -9% | -14% | -8% | -2%
> Cc1cc(S(=O)(=O)N2CCCC2)ccc1OCC(=O)N1CCOCC1
    1% | -6% | -3% | 3%[1.9 µM] | -3% | 2% | -3% | 4%
> N#Cc1cccc(C#N)c1Oc1ccc(N)cc1
    -4% | -1% | 3% | 9%[10 µM] | -16% | . | . | 0%
> C=CCNC(=O)c1ccc(C)cc1Cl
    -3% | -5% | -9% | -7% | 3% | 4% | -3% | -9%
> FC(F)(F)c1ccc(Oc2ccc3cc(Br)ccc3c2)nc1
    ? | 1% | -14% | -6%[1.9 µM] | -14% | 28% | -13% | -6%

Next section:
Second line of a record – TexasRed fluor | Tau FP inhib | RECQ1 helicase | HTT ATP protect | Tau fluor cs | L3MBTL1 inh | Tau ThT inhib | TRb-SRC2 inh
> O=C(COc1ccc(Cl)cc1)NCc1nnc(SCC(=O)NCc2ccc3c(c2)OCO3)o1
    -2% | 3% | i | -17% | -16% | 1% | -10% | -3%
> COc1cc(/C=C(\C#N)c2nc3ccccc3c(=O)[nH]2)cc(OC)c1OC
    -6% | -14% | . | . | -20% | . | -17% | 5%
> Cc1ccc(NC(=O)/C=C/c2ccc([N+](=O)[O-])s2)c(C)c1
    0% | ? | -4% | ? | ? | -2% | ? | 9%
> CCOc1ccc(CSC(=N)N)cc1Cl
    2% | 2% | -5% | 16%[10 µM] | -3% | 1% | -7% | 2%
> O=C(O)CN=C1CC(c2ccccc2)CC(=O)/C1=C(/O)CCCN1C(=O)c2ccccc2C1=O (configuration not stated)
    -1% | 1% | i | -8% | -5% | . | -3% | -4%
> CCCC(=O)N1CCN(c2ccc(NC(=O)C(C)(C)C)cc2Cl)CC1
    -3% | 1% | -3% | -43%[inhibitor] | -1% | 23% | -8% | 0%
> CCOc1ncnc2c1oc1nc(CC(C)C)c3c(c12)CC(C)(C)OC3
    1% | 7% | -9% | -5% | 0% | 5% | 3% | -13%
> O=c1sc2ccccc2n1COc1ccccc1
    1% | -8% | -14% | -4% | -9% | 20% | 3% | 0%
> CC(C)Cc1c(O)nc(SCCN2CCOCC2)[nH]c1=O
    -4% | 0% | -5% | -5% | -8% | 1% | -9% | 3%
> O=C(O)CN1C(=O)SC(Nc2ccc(Cl)cc2)C1=O (configuration not stated)
    1% | 4% | -2% | -17% | -3% | . | 1% | -5%
> COc1ccc(C2(C(=O)N3CCOCC3)CCCC2)cc1
    -2% | 2% | -11% | 3% | -2% | 4% | 0% | 6%
> CC(=O)NC12CC3CC(CC(CC(=O)O)(C3)C1)C2
    -1% | -5% | -8% | -7% | -1% | . | -10% | -17%
> Nc1ccc(Oc2ccccc2F)nc1
    1% | 11% | 2% | 12%[10 µM] | 8% | -18% | 4% | -1%
> Cn1c(COc2ccc([N+](=O)[O-])cc2)nnc1SCC(N)=O
    -3% | -6% | i | 8% | -6% | -30% | -5% | 4%
> O=c1oc(-c2ccccc2)nc2c1cnn2-c1ccccc1
    -2% | -1% | -1% | 17%[0.074 µM] | -3% | . | -16% | 3%
> CCOc1ccc2[nH]c(C)cc(=O)c2c1
    1% | 1% | i | -10% | 8% | 5% | 7% | -6%
> O=C(CSc1ncn[nH]1)NN(c1ccccc1)c1ccccc1
    2% | -4% | -2% | . | 1% | 9% | -5% | 1%
